Screening results (PubChem)
PLK1 PBD inh = qHTS for Inhibitors of PLK1-PDB (polo-like kinase 1 - polo-box domain): Primary Screen. AID 720504, 2013. Serine/threonine-protein kinase PLK1 (Homo sapiens), P53350. Potency, µM, for the others: max response, negative = inhibition, hits mostly inhibitors. Plk1 PBD binding of FITC phosphopeptide, fluorescence polarization. actives 2.8% (n = 360,000); also: potency is read from the fitted curve at half-maximal effect; series mostly up to about 57 µM; % is scaled to controls: 0 for no effect and ±100 for the full control effect; nearly all actives have a fitted effect of over 65% in size
PI5P4K alpha inh = qHTS for Inhibitors of phosphatidylinositol 5-phosphate 4-kinase (PI5P4K); actives 1.2% (n = 330,000); max response, %; PI5P4Kalpha enzyme, ADP-Glo luminescence, 60 min; stronger effect = lower value; active = max response of -50% or lower; inconclusive = between -30% and -50%; inactive = -30% or higher; also: value at the top dose of about 77 µM; % is scaled to controls: 0 for no effect and ±100 for the full control effect
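Luminescence from ADP-Glo served as readout of PI5P4Kalpha activity in a qHTS format. Reaction: enzyme, substrate, compound, ATP at 5 microM final, 60 min at RT.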
FUS yeast rescue = qHTS for Suppressors of FUS Proteinopathy: Primary screen using FUS-linked yeast assay | S. cerevisiae FUS-expressing, growth rescue, OD600, 24 h | Potency, µM (doses to about 76.6 µM), for inactives: at the highest dose growth rescue (activation), actives largely listed as activators | actives 0.24% (n = 390,000);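 also: potency is read from the fitted curve at half-maximal effect; plate controls were DMSO vehicle for no effect and reference control for full effect; nearly all actives have a fitted effect of over 55% in size; some results filed as inactive show a strong effect at the top dose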
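Read-out: OD at 600 nm after 24hr at 30C, reporting rescue of FUS-induced yeast toxicity. Cells at OD 0.005 in galactose (2%) minimal medium; compounds tested in a dilution series; CP55940 titration from 92uM final as control.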
IL2 activator = qHTS of IL-2 Activators. IL-2 activation reporter assay, cell-based qHTS; stimulated with anti-CD3/CD4/CD28 beads; in transgenic mouse T cells. AID 652025, 2013. actives 0.065% (n = 360,000). activation, % (series mostly up to about 46 µM); in the data active = activation above about 50%; inconclusive = mostly about 30% to 49%; also: 0% is about no effect
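Readout: EGFP and DsRed signals by fluorescent plate cytometry. Unstimulated transgenic mouse T cells received compound 60 min before antibody-bead stimulation, then incubated 18 h at 37 degrees C.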
Abeta yeast res = qHTS for compounds that reverse cellular toxicity of Amyloid beta (A-beta) peptide in yeast: Primary Screen. yeast expressing A-beta42, growth rescue, OD600, 48 h; response scale: 0% DMSO, 100% iron-clioquinol control. actives 0.063% (n = 410,000). Potency, µM (top dose mostly 46.1 µM), without a hit: at the top dose growth rescue, most hits filed as activators; also: potency is read from the fitted curve at half-maximal effect; nearly all actives have a fitted effect of over 55% in size
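Yeast growth medium received pinned compounds, then yeast cells expressing toxic A-beta were added; plates incubated at 30 C for 48 hr. Growth read as absorbance at 600 nm, normalized to DMSO and equimolar FeCl3 plus clioquinol controls.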
EPAC1 antagonist = qHTS for Antagonist of cAMP-regulated guanine nucleotide exchange factor 3 (EPAC1): primary screen | Potency, µM (series often up to 115 µM), for the others: at the top dose activity change, negative = inhibition, most hits filed as inhibitors | Rap guanine nucleotide exchange factor 3 (Homo sapiens), O95398 | EPAC1 GEF assay, Rap1b-BODIPY-GDP exchange fluorescence | actives 0.14% (n = 360,000);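 also: potency is read from the fitted curve at half-maximal effect; plate controls were vehicle for no effect and positive control for full effect; nearly all actives have a fitted effect of over 50% in size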
Target sequence (O95398 whole entry, looked up): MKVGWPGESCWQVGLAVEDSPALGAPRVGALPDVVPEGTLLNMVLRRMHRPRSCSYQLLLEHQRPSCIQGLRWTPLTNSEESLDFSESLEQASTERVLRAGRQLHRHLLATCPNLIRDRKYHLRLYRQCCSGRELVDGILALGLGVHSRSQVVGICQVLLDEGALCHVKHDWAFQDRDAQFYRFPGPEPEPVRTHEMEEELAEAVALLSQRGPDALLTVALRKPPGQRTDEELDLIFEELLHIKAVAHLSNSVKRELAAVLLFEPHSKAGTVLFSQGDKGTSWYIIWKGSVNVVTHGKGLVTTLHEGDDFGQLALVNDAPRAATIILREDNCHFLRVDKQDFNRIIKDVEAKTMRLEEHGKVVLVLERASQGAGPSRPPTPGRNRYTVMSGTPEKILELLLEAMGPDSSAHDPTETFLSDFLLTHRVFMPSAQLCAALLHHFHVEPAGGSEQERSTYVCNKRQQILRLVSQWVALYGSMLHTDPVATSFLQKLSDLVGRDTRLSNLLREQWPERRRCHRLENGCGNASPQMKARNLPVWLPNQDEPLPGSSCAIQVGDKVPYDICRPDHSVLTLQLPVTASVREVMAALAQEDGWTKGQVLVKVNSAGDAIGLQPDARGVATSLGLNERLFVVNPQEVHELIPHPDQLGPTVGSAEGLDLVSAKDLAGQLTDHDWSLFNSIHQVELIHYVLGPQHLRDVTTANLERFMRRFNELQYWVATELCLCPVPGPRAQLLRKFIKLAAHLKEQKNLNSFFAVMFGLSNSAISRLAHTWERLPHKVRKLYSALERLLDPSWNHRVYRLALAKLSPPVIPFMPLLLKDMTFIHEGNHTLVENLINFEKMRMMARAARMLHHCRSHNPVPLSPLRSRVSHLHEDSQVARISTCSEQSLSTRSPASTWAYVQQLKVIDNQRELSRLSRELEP
EPAC1 ag = qHTS for Agonist of cAMP-regulated guanine nucleotide exchange factor 3 (EPAC1): primary screen; Rap guanine nucleotide exchange factor 3 (Homo sapiens), O95398; EPAC1 agonist qHTS, biochemical assay; response scale: 100% = response to 6.5 mM cAMP; Potency, µM (titrated, usually from 154 µM), without a hit: top-dose activation, usual class: activators; actives 0.073% (n = 360,000); also: potency is read from the fitted curve at half-maximal effect; nearly all actives have a fitted effect of over 60% in size
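Nucleotide exchange by EPAC1 (100 nM) on Rap1B–BODIPY-GDP (250 nM) in the presence of 50 uM GDP is tracked fluorescently at 480/540 nm over 30 min. Signals are normalized to a 6.5 mM cAMP control.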
WRN helicase inh = qHTS for Inhibitors of WRN Helicase; Bifunctional 3'-5' exonuclease/ATP-dependent helicase WRN (Homo sapiens), Q14191; WRN helicase unwinding, fluorescent forked duplex, kinetic; Potency, µM (top dose mostly 114 µM), inactives show at the highest dose activity change, negative = inhibition, usual class: inhibitors; actives 0.46% (n = 360,000); AID 651768, 2012; also: potency is read from the fitted curve at half-maximal effect; % is scaled to controls: 0 for no effect and ±100 for the full control effect; nearly all actives have a fitted effect of over 55% in size
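Fluorescence dequenching readout, ex 525 nm/em 598 nm, kinetic mode: forked duplex DNA (100 nM final) with adjacent fluorophore and quencher unwound by WRN (20 nM final) with 2 mM ATP. Compound preincubation 15 min, room temperature.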
An asterisk follows results filed as active; ? = inconclusive; . = not tested or not shown; [ ] = dose if it differs, or a comment. Unless noted, calls follow the shape of the dose curve; as a rule, active = well fitted curve in the direction sought with a large enough effect; inconclusive = small, poorly fitted or top-dose-only effect, or another doubt; inactive = no such curve, though single readings can be large; an effect the other way counts as inactive or inconclusive.

mol,PLK1 PBD inh,PI5P4K alpha inh,FUS yeast rescue,IL2 activator,Abeta yeast res,EPAC1 antagonist,EPAC1 ag,WRN helicase inh
CCOC(=O)c1sc(N(Cc2ccccc2)C(=O)CN2C(=O)CN(C)C2=O)nc1C,1%,0,10%,0.2,9%,-1%,-9%,2%
CCc1ccc([C@@H]2CC=C(C(=O)O)[C@H](c3ccc(C(C)(C)C)cc3)N2S(=O)(=O)c2ccc(C)cc2)cc1,24µM*,?,30%,0.3,1%,45µM*,-33%[inhibitor],?
Cc1ccc(C)c(N2CCN(C(c3ccc(N(C)C)cc3)c3nnnn3C(C)(C)C)CC2)c1 (stereo not drawn),-1%,1,-13%,1.1,23%,-17%,11%,-3%
COCC(=O)NCCc1ccc(S(N)(=O)=O)cc1,-4%,.,-17%,-1.2,0%,5%,5%,-4%
CCOC(=O)c1ccc(NC(=O)CCc2nc(-c3ccccc3)no2)cc1,-10%,7,18%,7.4,1%,-12%,21%,-12%
O=C(Oc1ccc(-c2nnco2)cc1)c1ccc(Br)o1,-13%,0,9%,0.2,-3%,-5%,1%,-10%
Cc1ccc(S(=O)(=O)NCC(=O)Nc2cccc([N+](=O)[O-])c2)cc1,-5%,3,-1%,-1.4,-7%,1%,1%,1%
CSc1nnc(NC(=O)c2ccc(C)c(S(=O)(=O)N3CCOCC3)c2)s1,-7%,6,20%,-0.2,-7%,-6%,13%,-14%

Following part
mol,PLK1 PBD inh,PI5P4K alpha inh,FUS yeast rescue,IL2 activator,Abeta yeast res,EPAC1 antagonist,EPAC1 ag,WRN helicase inh
Cn1ncc(Cl)c(Oc2ccc(Cl)cc2)c1=O,3%,3,-14%,-0.1,27%,-5%,-2%,1%
CC(=O)C[C@@H](O)CC(=O)[C@H]1OC(=O)[C@H](C)CCCCc2ccccc21,-16%,0,-14%,-0.3,-5%,-5%,-16%,3%
Cc1ccc(C2=NN(S(=O)(=O)c3ccccc3)C(c3ccccc3O)C2)cc1 (stereo not drawn),26%,-2,36%,-8.4,-22%,-2%,10%,31%
CCOC(=O)C1(Cc2ccc(Cl)cc2)CCN(Cc2nccn2CC)CC1,-12%,-1,-2%,-1.8,8%,7%,-14%,-5%
Cc1onc(C(=O)N2CCN(c3ccccc3F)CC2)c1-c1ccccc1Cl,-10%,7,.,-0.9,16%,-5%,0%,-15%
CCC(C)[C@H]1CNC(=S)N1CCc1cc(C(F)(F)F)cc(C(F)(F)F)c1 (stereo partly drawn),1%,15,26%,-3.7,28%,-23%,-32%[inhibitor],-8%
Cc1c(/C=N\NC(=O)c2c[nH]c3ccccc23)cnn1C,-4%,1,13%,-2.3,1%,-11%,-4%,-6%
CS(=O)(=O)N1CCC(C(=O)NCC2CCCO2)CC1 (stereo not drawn),-7%,.,16%,-1.7,-1%,11%,9%,0%

(further entries)
mol,PLK1 PBD inh,PI5P4K alpha inh,FUS yeast rescue,IL2 activator,Abeta yeast res,EPAC1 antagonist,EPAC1 ag,WRN helicase inh
O=C(Cc1ncn[nH]1)NCCc1ccccc1,-1%,-2,-6%,-3.0,-6%,-3%,19%,1%
Cc1ccc(/C=N/NC(=O)Cn2nnc(N)n2)cc1,-6%,0,-21%,-2.2,1%,12%,4%,0%
CCN(CC)N=Nc1ccc(C(=O)O)cc1,5%,4,.,-3.0,7%,5%,0%,-4%
COc1ccc(Nc2nc(C)cc(=O)[nH]2)c(OC)c1,-10%,.,-3%,-1.3,-15%,0%,7%,-2%
COc1ccc(NC(=O)COC(=O)c2ccc(S(=O)(=O)N3CC(C)CC(C)C3)cc2)cc1OC (stereo not drawn),0%,2,13%,-1.3,1%,2%,11%,1%
O=C(Nc1cccc(F)c1)c1cccc(S(=O)(=O)N2CCOCC2)c1,-2%,.,6%,-1.2,11%,3%,-1%,-2%
Cc1noc(C)c1NC(=O)N(C)C[C@H]1Oc2c(NC(=O)Nc3ccc4c(c3)OCO4)cccc2C(=O)N([C@H](C)CO)C[C@@H]1C,-14%,-3,13%,-0.1,2%,-9%,1%,2%
COC(=O)c1ccc(Oc2coc3cc(OCc4ccc([N+](=O)[O-])cc4)ccc3c2=O)cc1,-9%,?,.,0.4,-14%,0%,3%,5%

Additional structures
mol,PLK1 PBD inh,PI5P4K alpha inh,FUS yeast rescue,IL2 activator,Abeta yeast res,EPAC1 antagonist,EPAC1 ag,WRN helicase inh
O=C(Nc1ccc2c(c1)CCC2)c1cnc(Cl)c(Cl)c1,21µM*,-17,-2%,0.4,10%,-19%,-11%,2%
COc1ccc(C2/C(=C(\O)c3ccc4c(c3)OCCO4)C(=O)C(=O)N2Cc2cccnc2)cc1 (stereo not drawn),3%,-4,-3%,0.8,-23%,-17%,-13%,-2%
Cc1c(C=O)c2ccccn2c1C(=O)c1ccc(F)cc1,-6%,0,-6%,-0.8,-56%[inhibitor],10%,-7%,1%[57.1 µM]
CC(CCc1ccccc1)NC(=O)C1CCN(S(=O)(=O)c2ccc(F)cc2)CC1 (stereo not drawn),-5%,0,5%,-0.1,2%,3%,-2%,-6%
CCS(=O)(=O)NCC(c1cccnc1)N1CCN(c2ccccc2F)CC1 (stereo not drawn),1%,1,-2%,1.3,24%,14%,-2%,0%
CC(NC(=O)COc1cccnc1[N+](=O)[O-])c1ccc(F)cc1 (stereo not drawn),2%,7,3%,0.4,-2%,0%,-5%,7%
CC(C)CNCC1OCc2ccccc2CO1,-15%,-5,-7%,-0.4,-4%,8%,11%,-12%
CCCn1c(=O)c(C(=O)Nc2ncccc2C)c(O)c2ccccc21,-5%,3,24%,0.8,-40%[inhibitor],-15%,7%,0%

(cont.)
mol,PLK1 PBD inh,PI5P4K alpha inh,FUS yeast rescue,IL2 activator,Abeta yeast res,EPAC1 antagonist,EPAC1 ag,WRN helicase inh
CCS(=O)(=O)N1CCN(S(=O)(=O)c2ccc(Cl)s2)CC1,1%,9,10%,4.9,15%,2%,-4%,1%
COC(=O)C1CCN(C(=O)COC(=O)Cc2c[nH]c3ccccc23)CC1,-3%,2,-22%,-0.4,9%,-2%,9%,-6%
O=C(NCCN1CCOCC1)C(=O)NCC1OCCCN1S(=O)(=O)c1ccc(F)cc1 (stereo not drawn),-1%,-4,.,-4.4,-11%,6%,-2%,-29%
CCOC(=O)c1c(C)nc(C)c(C(=O)OCC)c1-c1cccc([N+](=O)[O-])c1,-11%,-6,0%,-2.4,-14%,-2%,-9%,0%
CCN(CC)CCCn1c(C)cc2c(c1=O)C(c1ccc(OC)c(OC)c1OC)C(C#N)=C(N)O2 (stereo not drawn),-5%,1,6%,-0.2,-6%,5%,-4%,4%
O=C(NCc1ccncc1)C1CCCN(S(=O)(=O)Cc2ccccc2)C1 (stereo not drawn),-12%,-5,15%,-1.6,-6%,11%,7%,3%
COc1ccc(S(=O)(=O)Nc2cc3[nH]c(=O)oc3cc2C)cc1,-6%,-26,10%,-0.3,3%,13%,4%,1%
C[C@@]12C(=O)N(c3ccc(F)cc3)C(=O)N1[C@@H]1c3ccccc3OC[C@@H]1[C@H]2c1ccccc1,-16%,6,32%,-0.1,-10%,-19%,0%,-6%

Remaining list, next part
mol,PLK1 PBD inh,PI5P4K alpha inh,FUS yeast rescue,IL2 activator,Abeta yeast res,EPAC1 antagonist,EPAC1 ag,WRN helicase inh
Cn1c(=O)n(C)c2cc([N+](=O)[O-])c(N3CCN(C(=O)c4ccccc4)CC3)cc21,-2%,.,7%,1.1,2%,5%,-5%,2%
Cc1ccccc1OCC(=O)N/N=C/c1cc2ccccc2nc1Cl,0%,.,27%,-0.9,13%,3%,-4%,9%
Cc1ccc2cccc(NC3OC(=O)c4ccccc43)c2n1 (stereo not drawn),-7%,-5,-1%,-1.9,-1%,17%,13%,9%
Cc1ccc([C@H]2C[C@H](n3cc(-c4ccc(F)cc4)nn3)[C@@H](O)CN2CC2CCCCC2)cc1,-4%,5,?,-3.7,1%,-18%,-3%,-8%
O=C(CSc1nnc(CNc2ccc(F)cc2)o1)N1CCCc2ccccc21,27µM*,?,17%,-3.1,9%,-9%,11%,3%
N#C/C(=C(/O)c1ccc(Cl)cc1)c1nc2ccccc2[nH]1,-2%,3,-8%,0.1,-9%,8%,9%,1%
CCOc1ccc(C(C)NC(=O)Nc2ccccc2C(=O)OC)cc1 (stereo not drawn),-2%,.,19%,0.1,15%,-1%,16%,-3%
